Bioassay records (PubChem)
CHRM1 agonist: activates human CHRM1 receptor. activation, % at 3 µM. hit rate 0.33% among 360,000. CHO-K1 hM1, Fluo-8 calcium fluorescence, agonist mode; 0% DMSO, 100% acetylcholine EC100;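 active = activation above the run's mean compound activation plus 3 SD, cut at about 16% in these data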;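 also: peak over basal fluorescence ratio within a 140 s kinetic read after compound addition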
Target sequence (P11229 whole entry, looked up): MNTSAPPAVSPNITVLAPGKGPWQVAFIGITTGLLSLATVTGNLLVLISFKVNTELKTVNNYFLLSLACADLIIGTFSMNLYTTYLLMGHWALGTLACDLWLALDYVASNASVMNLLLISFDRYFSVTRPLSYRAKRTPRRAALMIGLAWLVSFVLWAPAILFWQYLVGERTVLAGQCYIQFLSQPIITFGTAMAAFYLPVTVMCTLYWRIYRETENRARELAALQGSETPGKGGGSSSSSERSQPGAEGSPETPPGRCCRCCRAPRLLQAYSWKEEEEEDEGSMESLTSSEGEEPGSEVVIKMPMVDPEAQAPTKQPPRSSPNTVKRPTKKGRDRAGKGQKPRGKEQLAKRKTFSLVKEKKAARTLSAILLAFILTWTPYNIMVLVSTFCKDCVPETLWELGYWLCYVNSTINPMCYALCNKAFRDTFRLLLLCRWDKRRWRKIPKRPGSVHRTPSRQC
M1 PAM: positive allosteric modulators of human M1 muscarinic receptor; P11229; CHO-K1 hM1, Fluo-8 calcium fluorescence, ACh EC20; 0% = ACh EC20, 100% = maximal ACh; activation, % at 3 µM; hit rate 0.088% among 360,000; in the data active = activation above about 19%, passing the limit was not always enough
TAAR1 antagonist: human TAAR1 antagonism | hit rate 1.5% among 360,000 | inhibition, % at 3 µM | Q96RJ0 | CHO RD-HGA16 TAAR1, Fluo-8 calcium fluorescence, antagonist;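 active = inhibition above a per-plate cutoff, the mean inhibition of test compounds on that plate plus 3 SD, cut at about 49% in these data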;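 also: 0% = DMSO plus EC80 beta-PEA response and 100% = DMSO alone without agonist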
Target sequence (Q96RJ0 whole entry, looked up): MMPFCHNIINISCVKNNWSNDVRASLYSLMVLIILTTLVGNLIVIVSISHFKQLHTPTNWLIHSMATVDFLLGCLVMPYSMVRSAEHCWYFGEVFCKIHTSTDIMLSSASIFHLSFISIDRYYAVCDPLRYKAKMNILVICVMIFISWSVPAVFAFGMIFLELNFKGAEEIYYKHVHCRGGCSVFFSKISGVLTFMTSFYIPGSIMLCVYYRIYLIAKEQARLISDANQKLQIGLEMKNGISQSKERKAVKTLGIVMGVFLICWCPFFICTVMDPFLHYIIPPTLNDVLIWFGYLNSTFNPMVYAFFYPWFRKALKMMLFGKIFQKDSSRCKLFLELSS
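Assay system: CHO-derived RD-HGA16 cells stably expressing human TAAR1 plus Gα16. Timing: 140 s kinetic read after compound, 140 s after agonist. Technique: kinetic Fluo-8 calcium fluorescence measurement. Measure: % inhibition of agonist calcium response.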
M1 ag parental: M1 agonist counterscreen hit in parental CHO-K1 cells | Fluo-8 calcium fluorescence; scaled to maximal ATP response, vehicle zero | activation, % at 3 µM | hit rate 0.48% among 360,000; in the data active = activation above about 15%;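 also: untransfected CHO-K1 host cells lacking M1 receptor as counterscreen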
CHRM1 antagonist: human CHRM1 antagonism; CHO-K1 hM1, Fluo-8 calcium fluorescence, ACh EC80 antagonist; hit rate 1.3% among 360,000; inhibition, % at 3 µM; P11229;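 active = percent inhibition above its own plate's cutoff, namely the mean of that plate's compound wells plus 3 SD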;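 also: peak over basal fluorescence ratio during 140 s after agonist addition; 0% = ACh EC80 plus DMSO and 100% = DMSO alone without agonist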
CHO-K1 Ca PAM: M1 PAM counterscreen hit in parental CHO-K1 cells; ATP EC20, Fluo-8 calcium fluorescence; 0% at ATP EC20, 100% at ATP max; activation, % at 3 µM; hit rate 0.02% among 360,000; AID 602247;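 active = activation above the run cutoff, the mean activation of all test compounds plus 3 SD, cut at about 40% in these data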;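 also: peak over basal fluorescence ratio in a 140 s read after ATP addition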
CHO-K1 Ca antag: counter-screen for M1 antagonists: effect in parental CHO-K1 cells; ATP-induced calcium, Fluo-8 fluorescence; inhibition, % at 3 µM; hit rate 0.6% among 360,000; AID 602250;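 active = inhibition above a per-plate cutoff, the plate's mean sample inhibition plus 3 SD, cut at about 24% in these data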;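 also: 0% = DMSO plus EC80 ATP and 100% = DMSO alone without ATP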
CHO parental Ca: signal in parental CHO cells, OX1R antagonist counter-screen | parental CHO-K1, ATP-induced calcium, Fluo-8 fluorescence | inhibition, % at 5.6 µM | hit rate 0.63% among 330,000;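 active = inhibition above that plate's mean sample inhibition plus 3 SD, cut at about 26% in these data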;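 also: 0% = ATP-challenged DMSO wells and 100% = DMSO wells without ATP; some compounds past the cut are filed as inactive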
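Assay system – parental CHO cells · Reagent – ATP stimulus · Detection – intracellular calcium via Fluo-8 no-wash fluorescent dye · Evaluation – percent inhibition of ATP-evoked calcium rise, normalized to controls · Controls – ATP wells versus no-ATP DMSO wells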
TAAR1 ag: agonists of human TAAR1; CHO RD-HGA16 TAAR1, Fluo-8 calcium fluorescence; vehicle wells 0%, saturating PEA agonist 100%; activation, % at 3 µM; hit rate 0.99% among 360,000; Q96RJ0;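 active = activation above the mean activation of all test compounds in the run plus 3 SD, cut at about 38% in these data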
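Benchmarks: low control DMSO, high control PEA (EC100); System: CHO RD-HGA16 cells carrying human TAAR1 plus Gα16; Detection: Fluo-8 fluorescence, 5 s baseline then 140 s kinetic read; Schedule: 17-24 h plating, Fluo-8 75 min 37 °C, 30 min RT; Read-out basis: % activation from peak over basal fluorescence ratio, DMSO-to-PEA scaled.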
Numbers without * were called inactive; · = not tested or not shown.

entry	SMILES	CHRM1 agonist	M1 PAM	TAAR1 antagonist	M1 ag parental	CHRM1 antagonist
1	O=C(NCCN1CCOCC1)c1cccc2c1C(=O)c1ccc(N3CCCC3)cc1S2(=O)=O	-2	5	0	1.2	0
2	COC(=O)C(C)(C(=O)OC)c1ccc([N+](=O)[O-])cn1	-1	11	-3	1.2	-9
3	CCc1nnc(NC(=O)CCN2C(=O)c3ccccc3C2=O)s1	-5	7	19	0.7	-2
4	C=CCNC(=S)NNC(=O)c1ccc(=O)n(Cc2ccc(Cl)cc2Cl)c1	-7	3	1	0.1	1
5	CC(=O)NCCc1nc2ccccc2n1Cc1ccccc1	-4	-2	8	-0.1	16
6	Cc1ccc(N2C(=O)N(CC(=O)Nc3ccc(C)c(C)c3)C(=O)C2C)cc1 (stereo not given)	0	19	-16	0.1	-17
7	O=C1/C(=C/c2ccccc2)CSc2sccc21	-4	3	1	-0.8	-9
8	C/C(=N/Oc1nc(C)cc(C)n1)c1ccc(Cl)cc1Cl	-3	17	2	-0.2	-16

entry	CHO-K1 Ca PAM	CHO-K1 Ca antag	CHO parental Ca	TAAR1 ag
1	-17	-3	-2	21
2	19	-9	-16	4
3	16	-3	-2	21
4	8	-7	-19	16
5	-5	-6	-10	1
6	19	-1	-12	1
7	2	0	-18	11
8	6	1	-15	6

Following part:
entry	SMILES	CHRM1 agonist	M1 PAM	TAAR1 antagonist	M1 ag parental	CHRM1 antagonist
9	O=C(Nc1ccccc1)N1CCN(c2ccc(F)cc2)CC1	0	-3	7	0.8	-6
10	CC(C)OC(=O)CN1C(=O)S/C(=C/c2ccc(N3CCCCC3)o2)C1=O	13	-3	65*	6.0	22
11	COc1ccccc1N1CCN(C(c2cccs2)C(C)NC(=O)c2cccnc2)CC1 (stereo not given)	-3	-7	1	3.7	9
12	O=C(NCC(=O)N1CCN(C(c2ccccc2)c2ccccc2)CC1)c1ccccc1F	-8	8	-3	0.6	-14
13	CCCN(CCC)C(=O)CSc1nc2ccsc2c(=O)n1NC(=O)c1ccccc1	-2	9	-1	-0.1	-5
14	CCO[C@@H]1OC(C(=O)NC2CC2)=C[C@H](c2coc3ccccc3c2=O)[C@H]1CCCO	-4	-1	6	0.1	1
15	Cc1ccc(S(=O)(=O)N2CCOCC2)cc1C(=O)NCc1cn2ccsc2n1	-2	7	8	0.5	-29
16	CC(=O)Nc1ccc(S(=O)(=O)N2CCC(C(=O)NCc3cccnc3)CC2)cc1	0	12	-19	0.1	-10

entry	CHO-K1 Ca PAM	CHO-K1 Ca antag	CHO parental Ca	TAAR1 ag
9	3	-1	-16	4
10	6	8	-12	63*
11	14	0	-18	3
12	16	-14	-13	1
13	17	-3	-17	7
14	-6	-9	-7	10
15	5	15	-9	2
16	8	-12	16	4

(more compounds)
entry	SMILES	CHRM1 agonist	M1 PAM	TAAR1 antagonist	M1 ag parental	CHRM1 antagonist
17	O=C(NCc1ccco1)C1CCN(C(=O)c2cc3sccc3n2Cc2ccc(Cl)cc2)CC1	13	6	3	7.4	6
18	COc1ccc(S(=O)(=O)N(C)C)cc1NCC(=O)Nc1cccc(C#N)c1	-8	11	9	1.0	-13
19	CCC(C)[C@H](NC(=O)N1CCN(c2cccc(C(F)(F)F)c2)CC1)C(=O)OC (stereo not given in full)	-5	1	7	3.0	3
20	Cc1ccc(S(=O)(=O)N2CCN(C(=O)CSCc3ccc(C(C)C)cc3)CC2)cc1	0	7	12	1.4	-2
21	CN(C)S(=O)(=O)c1cccc(NC(=S)N2CCCCC2CO)c1 (stereo not given)	-6	-2	4	0.2	-7
22	CCOc1nc(-c2ccccc2)c2cc(C)ccc2n1	-5	1	-24	-0.6	-3
23	CCCCn1c(SCC(=O)N2CCCCC2)nc2cc(S(N)(=O)=O)ccc21	-8	-1	-2	0.4	8
24	CCOc1cccc2sc(N3CCN(C(=O)c4ccc5ncsc5c4)CC3)nc12	-2	13	29	0.1	-25

entry	CHO-K1 Ca PAM	CHO-K1 Ca antag	CHO parental Ca	TAAR1 ag
17	-6	-11	37*	32
18	11	-1	-2	3
19	-1	-3	-9	1
20	-13	-8	-16	10
21	16	-3	-6	6
22	-4	3	-1	0
23	0	-10	-15	4
24	-14	-5	1	6

Continued.
entry	SMILES	CHRM1 agonist	M1 PAM	TAAR1 antagonist	M1 ag parental	CHRM1 antagonist
25	CCCCCn1c(SCCN2CCOCC2)nc2c1c(=O)[nH]c(=O)n2C	-5	0	2	0.5	3
26	CCc1nn(CCCC(=O)N2CCC(C)CC2)c(=O)c2cc3occc3n12	-4	-2	-10	1.4	21
27	CCOc1ccc(N(CC(=O)NCCOc2ccccc2OC)S(=O)(=O)c2ccccc2)cc1	-3	14	5	1.9	-19
28	CC(=O)Nc1n[nH]c(S(=O)(=O)Cc2ccc(Cl)cc2Cl)n1	-1	5	-15	0.1	-8
29	CCNC(=O)COC(=O)c1cc(-c2ccc(OC)cc2)nc2ccccc12	-3	-9	-5	0.4	14*
30	O=C(NC1CCCCC1)N(Cc1cc2cc3c(cc2[nH]c1=O)OCCO3)C1CCCCC1	-4	6	8	-0.3	-8
31	CSc1ccccc1C(=O)NCCOc1ccccc1C	-6	5	-5	2.0	-8
32	O=C(NN1CCN(Cc2ccccc2)CC1)c1ccc(Cl)cc1	-16	3	1	0.4	3

entry	CHO-K1 Ca PAM	CHO-K1 Ca antag	CHO parental Ca	TAAR1 ag
25	-2	7	1	6
26	0	-7	-33	1
27	32	-11	-12	1
28	1	9	-10	5
29	-16	24	-9	2
30	8	-15	-14	4
31	11	-19	-7	-2
32	11	-18	-13	5

Four of the compounds above, in transposed form.
[31] CSc1ccccc1C(=O)NCCOc1ccccc1C
[29] CCNC(=O)COC(=O)c1cc(-c2ccc(OC)cc2)nc2ccccc12
[32] O=C(NN1CCN(Cc2ccccc2)CC1)c1ccc(Cl)cc1
[26] CCc1nn(CCCC(=O)N2CCC(C)CC2)c(=O)c2cc3occc3n12

screen / no.,31,29,32,26
CHRM1 agonist,-6,-3,-16,-4
M1 PAM,5,-9,3,-2
TAAR1 antagonist,-5,-5,1,-10
M1 ag parental,2.0,0.4,0.4,1.4
CHRM1 antagonist,-8,14*,3,21
CHO-K1 Ca PAM,11,-16,11,0
CHO-K1 Ca antag,-19,24,-18,-7
CHO parental Ca,-7,-9,-13,-33
TAAR1 ag,-2,2,5,1

Following part:
entry	SMILES	CHRM1 agonist	M1 PAM	TAAR1 antagonist	M1 ag parental	CHRM1 antagonist
33	COc1ccc(COC(=O)C2=C(C)NC(=O)NC2c2cc(OC)ccc2OC)cc1 (stereo not given)	0	-5	10	1.0	10
34	CCN1C(=O)N[C@@H](c2cccc(C(F)(F)F)c2)[C@H](C(C)=O)[C@H]1C	-9	5	1	0.8	-2
35	CCN(CC)CCNC(=O)c1ccc(NC(=O)C2CC(=O)N(c3ccc4c(c3)OCCO4)C2)cc1 (stereo not given)	-8	-8	·	-0.2	21
36	Cc1ccc(C(=O)NCC(=O)OCC(=O)N(CC(C)C)c2c(N)n(Cc3ccccc3)c(=O)[nH]c2=O)cc1C	-3	-3	-12	0.6	-6
37	COc1ccc2[nH]c(=O)c(CN(C(=O)c3ccco3)C(C)C)cc2c1	-3	8	-9	0.3	-24
38	Cc1cc(C)c(C#N)c(SCc2ccccc2C)n1	-6	-2	-27	0.2	2
39	COc1ccc(/C=N/NC(=O)c2ccoc2C)cc1COc1ccc(Cl)cc1	-6	-9	13	0.1	4
40	COC(=O)c1ccccc1NC(=S)NC(=O)COc1ccc(C(C)C)cc1	3	10	27	1.1	-1

entry	CHO-K1 Ca PAM	CHO-K1 Ca antag	CHO parental Ca	TAAR1 ag
33	2	12	-21	3
34	17	-7	-18	11
35	-30	4	6	·
36	-10	-6	-14	0
37	6	-13	-15	1
38	9	-9	-14	-1
39	5	-6	-15	1
40	-1	8	-15	20

More structures follow:
entry	SMILES	CHRM1 agonist	M1 PAM	TAAR1 antagonist	M1 ag parental	CHRM1 antagonist
41	CCCn1c(=O)cc(N)n(-c2ccc(OC(F)(F)F)cc2)c1=O	0	14	-34	-0.7	-9
42	CC(C)CN(C1CCS(=O)(=O)C1)S(=O)(=O)c1ccc(C(C)C)cc1 (stereo not given)	-5	2	-1	1.0	3
43	CCOc1ccc(CCNC(=O)CS(=O)Cc2nc(-c3ccc(C)cc3)oc2C)cc1 (stereo not given)	-4	1	-7	4.2	-5
44	O=C(Nc1nnc(C2=COCCO2)o1)c1cccc(C(F)(F)F)c1	-2	10	-7	-0.1	-15
45	CCOc1ccc(-n2c(N)c(C(=O)NCc3ccco3)sc2=S)cc1	-3	5	9	-0.6	-16
46	O=C(CN1C(=O)c2cccc3cccc1c23)NC1CCCC1	-2	10	-1	0.3	-11
47	CC(C)(C)C(=O)Nc1ccc(N2CCN(C(=O)c3cccs3)CC2)cc1	-2	-2	2	0.5	-2
48	Cn1c(=NC(=O)C2CCCCC2)sc2cc([N+](=O)[O-])ccc21	-8	16	20	0.1	-11

entry	CHO-K1 Ca PAM	CHO-K1 Ca antag	CHO parental Ca	TAAR1 ag
41	-7	-10	-20	0
42	3	-7	-10	3
43	21	-6	-25	-1
44	6	-5	-14	1
45	9	-1	-13	3
46	7	-9	5	1
47	16	-19	·	1
48	18	-13	-9	3

(continued)
entry	SMILES	CHRM1 agonist	M1 PAM	TAAR1 antagonist	M1 ag parental	CHRM1 antagonist
49	Fc1cc(Br)ccc1COc1ccc(-c2nnco2)cc1	-4	9	-27	1.2	-8
50	N=c1c(C(=O)NCc2ccccc2)cc2c(=O)n3ccccc3nc2n1Cc1ccco1	-6	-7	13	0.1	-15
51	CCC(O)(CC)C(=O)N(Nc1ccc(C)cc1)c1ccc(C)cc1	-9	5	-1	-0.3	-8
52	COc1cccc(CNc2ccc3[nH]c(=O)[nH]c3c2)c1OCc1ccccc1F	0	2	44	2.9	-4
53	O=C(c1ccc(Cl)cc1)N1CCC(N2CCC(C(=O)N3CCOCC3)CC2)CC1	-6	-5	-24	0.3	21

entry	CHO-K1 Ca PAM	CHO-K1 Ca antag	CHO parental Ca	TAAR1 ag
49	27	-5	-15	2
50	18	-3	-25	0
51	22	-17	-6	0
52	8	-9	-8	6
53	-27	14	-2	1

5 of these compounds, reformatted:
Below each SMILES – CHRM1 agonist, M1 PAM, TAAR1 antagonist, M1 ag parental, CHRM1 antagonist, CHO-K1 Ca PAM, CHO-K1 Ca antag, CHO parental Ca, TAAR1 ag
44	O=C(Nc1nnc(C2=COCCO2)o1)c1cccc(C(F)(F)F)c1
  -2, 10, -7, -0.1, -15, 6, -5, -14, 1
45	CCOc1ccc(-n2c(N)c(C(=O)NCc3ccco3)sc2=S)cc1
  -3, 5, 9, -0.6, -16, 9, -1, -13, 3
46	O=C(CN1C(=O)c2cccc3cccc1c23)NC1CCCC1
  -2, 10, -1, 0.3, -11, 7, -9, 5, 1
47	CC(C)(C)C(=O)Nc1ccc(N2CCN(C(=O)c3cccs3)CC2)cc1
  -2, -2, 2, 0.5, -2, 16, -19, ·, 1
48	Cn1c(=NC(=O)C2CCCCC2)sc2cc([N+](=O)[O-])ccc21
  -8, 16, 20, 0.1, -11, 18, -13, -9, 3
